Vif inh: inhibitors of HIV Vif; HEK293T cells, Vif self-association by quenched fluorescence, imaging, 24 h; inhibition, % at 7.49 µM; actives 0.35% (n = 340,000); AID 602346; in the data active = inhibition above about 50%, passing the limit was not always enough; note: some results filed as inactive read as strong as hits
Granule exo inh: lytic granule exocytosis inhibition; AID 651702; inhibition, % at 10 µM; actives 0.66% (n = 360,000); TALL-104 LAMP-1 surface exposure, flow cytometry; cells stimulated with thapsigargin and PMA;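 active = inhibition above about 55%, limit read from the data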
MITF TRPM1 inh: reduces MITF-dependent TRPM1 promoter luciferase signal. inhibition, % at 12.5 µM. actives 0.83% (n = 330,000). AID 488899. SK-MEL-5 TRPM1 promoter luciferase, 24 h;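 active = mean inhibition across replicates of 60% or more, whatever share of single replicates reaches that level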; note: values of inactives mirror those of a sister screen read the other way
HIF-2a inh: HIF-2a inhibition. inhibition, % at 18.8 µM. 786-0 RCC cells HIF-2a reporter, luciferase luminescence, overnight. actives 0.72% (n = 360,000);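 active = inhibition of the luminescence signal of 40% or more relative to plate controls, in a single-dose primary screen at 18.75 µM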
NR2E3 ag-1: activates human photoreceptor nuclear receptor NR2E3; Q9Y5X4; inhibition of corepressor binding, % at 4.78 µM; GST-NR2E3/biotin-RetCOR TR-FRET, 1536-well; actives 0.12% (n = 320,000); AID 2300;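 active = percent inhibition above the cutoff of mean plus 3 SD of all tested compounds, set per screening campaign, cut at about 20% in these data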;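 note: 0% = DMSO wells and 100% = biotin wells as full block of FRET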
Target sequence (Q9Y5X4 whole entry, looked up): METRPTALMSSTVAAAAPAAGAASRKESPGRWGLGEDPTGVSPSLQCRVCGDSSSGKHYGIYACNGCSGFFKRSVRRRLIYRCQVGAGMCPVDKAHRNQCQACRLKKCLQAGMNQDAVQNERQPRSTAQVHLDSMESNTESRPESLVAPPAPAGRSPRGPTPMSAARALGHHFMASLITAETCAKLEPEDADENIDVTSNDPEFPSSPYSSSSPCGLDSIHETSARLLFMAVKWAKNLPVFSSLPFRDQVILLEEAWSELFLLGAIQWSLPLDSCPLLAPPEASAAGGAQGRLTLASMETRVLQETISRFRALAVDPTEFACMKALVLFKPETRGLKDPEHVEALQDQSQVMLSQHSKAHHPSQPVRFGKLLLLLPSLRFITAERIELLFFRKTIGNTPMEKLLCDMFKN
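Assay system: NR2E3–RetCOR corepressor complex. Quantity: 1.35 nM GST-NR2E3. Buffer or medium: pH 7.5 Tris-based buffer. Reagent: biotinylated RetCOR corepressor at 7 nM final. Schedule: 5 h at 4 °C. Detection: TR-FRET, emission read at 617 and 671 nm. Replicates: one well per compound, singlicate testing.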
Peg3 prom inh: Peg3 promoter activity inhibition; actives 1.7% (n = 360,000); HeLa PEG-Prom luciferase reporter, luminescence, overnight; inhibition, % at 20 µM;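 active = inhibition of at least 50% at 20 µM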
PDI inh: inhibitors of human protein disulfide isomerase. PDI insulin aggregation turbidity, A650, 90 min. inhibition, % at 10 µM. actives 0.052% (n = 350,000). AID 588391;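 active = mean inhibition across replicates of 30% or more, whatever share of single replicates reach that level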;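 note: absorbance from insulin aggregation driven by PDI reduction with DTT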
Target sequence (P07237 whole entry, looked up): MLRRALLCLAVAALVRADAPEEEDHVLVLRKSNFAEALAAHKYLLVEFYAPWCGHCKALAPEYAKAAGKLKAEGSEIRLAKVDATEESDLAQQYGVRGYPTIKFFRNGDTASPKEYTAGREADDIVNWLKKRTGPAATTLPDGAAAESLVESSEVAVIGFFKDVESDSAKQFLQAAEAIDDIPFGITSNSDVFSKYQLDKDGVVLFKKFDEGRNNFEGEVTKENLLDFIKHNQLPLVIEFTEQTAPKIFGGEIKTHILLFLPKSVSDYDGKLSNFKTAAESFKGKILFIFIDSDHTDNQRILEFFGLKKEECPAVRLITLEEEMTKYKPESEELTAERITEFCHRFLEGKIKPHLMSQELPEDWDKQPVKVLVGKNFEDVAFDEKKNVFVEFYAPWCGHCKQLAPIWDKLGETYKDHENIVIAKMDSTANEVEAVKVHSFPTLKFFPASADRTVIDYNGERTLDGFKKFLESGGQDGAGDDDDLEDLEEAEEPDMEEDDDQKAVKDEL
NR2E3 ag-2: agonists of human NR2E3 nuclear receptor; CHO-S Gal4-NCOR/VP16-NR2E3 two-hybrid, luciferase; inhibition of corepressor binding, % at 3.98 µM; actives 0.35% (n = 360,000); AID 602229;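 active = inhibition above the mean of all tested compounds plus 3 SD, cut at about 70% in these data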;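 note: 0% = DMSO with NR2E3 transfected cells and 100% = cells lacking NR2E3 construct; higher means lower luciferase signal from less NR2E3 corepressor binding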
iPSC survival up: enhancers of human iPSC single-cell survival | hiPSC single-cell survival, ATPlite luminescence; 100% = ROCK inhibitor wells, 0% = DMSO | survival enhancement, % at 20 µM | actives 0.044% (n = 360,000) | AID 602274; in the data active = survival enhancement above about 18%;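 note: cells exposed to compounds for 16 hours before the ATP read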
CaV13 FRET inh: Primary screen for inhibitors of IQ motif and Ca2+-dependent inactivation inhibitor domain binding in CACNA1D, Förster resonance energy transfer in living cells, …; HEK cells, CFP/YFP FRET ICDI-IQ, plate reader, 10 min; percent FRET-ratio fall versus neutral wells; actives 0.098% (n = 340,000); inhibition, % at 12.3 µM;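 active = mean replicate inhibition of at least 30% and at least 1% of replicates passing that level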;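 note: 0% = median of the neutral control wells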
aDG glyco act: alpha-DG glycosylation activation; Pro5-aDG cells, alpha-DG glycosylation AlphaScreen (IIH6); 0% Pro5, 100% B10-LARGE cell signal; activation, % at 10 µM; actives 0.22% (n = 360,000); AID 624168;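 active = activation of at least 8% versus controls, or a plate z-score of at least 8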;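 note: Pro5 are CHO cells carrying HIG-tagged alpha-DG that lacks glycosylation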
Numbers without * were called inactive.

Screening O=C(/C=C/c1ccccc1)Nc1ccc(CN2CCOCC2)cc1 returned Granule exo inh -1, MITF TRPM1 inh -73, HIF-2a inh -184, NR2E3 ag-1 1, Peg3 prom inh -212, PDI inh -3, NR2E3 ag-2 -80, iPSC survival up -0.3, CaV13 FRET inh -4 and aDG glyco act 0.1.
O=C(CN1CCCCC1)N/N=C/c1ccc(Cl)cc1Cl was read as Vif inh -2, Granule exo inh 6, MITF TRPM1 inh 0, HIF-2a inh -71, NR2E3 ag-1 7, Peg3 prom inh -40, PDI inh 0, NR2E3 ag-2 -7, iPSC survival up -0.8, CaV13 FRET inh -2 and aDG glyco act 0.1.
Screening O=C(NCc1ccc2c(c1)OCO2)C1CCCN1C(=O)Nc1ccc(F)cc1 (configuration not stated) returned Vif inh 3, Granule exo inh 1, MITF TRPM1 inh -1, HIF-2a inh 6, NR2E3 ag-1 2, Peg3 prom inh -2, PDI inh 6, NR2E3 ag-2 -26, iPSC survival up -2.7, CaV13 FRET inh -4 and aDG glyco act -0.2.
Screening Cc1ccc(/C=N/N2CCN(Cc3ccccc3)CC2)o1 returned Vif inh -6, Granule exo inh 4, MITF TRPM1 inh 3, HIF-2a inh -32, NR2E3 ag-1 -2, Peg3 prom inh -21, PDI inh 5, NR2E3 ag-2 11, iPSC survival up 1.8, CaV13 FRET inh -5 and aDG glyco act 0.1.
CC(=O)c1ccc(N2CCN(C(=O)CCN3C(=S)NC(C)(C)CC3C)CC2)cc1 (configuration not stated) was read as Vif inh -4, Granule exo inh -3, MITF TRPM1 inh -2, HIF-2a inh -3, NR2E3 ag-1 -7, Peg3 prom inh -24, PDI inh 0, NR2E3 ag-2 -25, iPSC survival up 1.5 and aDG glyco act -0.1.
Screening Cc1ccc(C)n1-c1nnc(N2CCC(C(=O)NCCCN3CCN(C)CC3)CC2)s1 returned Vif inh 9, Granule exo inh 2, MITF TRPM1 inh 1, HIF-2a inh 2, NR2E3 ag-1 0, Peg3 prom inh -7, NR2E3 ag-2 8, iPSC survival up -1.9, CaV13 FRET inh -3 and aDG glyco act -0.1.
`O=C(CCNC(=O)c1ccc(Br)cc1)NCc1cccnc1` gave Vif inh -10, Granule exo inh -5, MITF TRPM1 inh -3, HIF-2a inh 6, NR2E3 ag-1 0, Peg3 prom inh 2, PDI inh -13, NR2E3 ag-2 23, iPSC survival up -0.6, CaV13 FRET inh -7 and aDG glyco act -0.3.
`CCCCOCCO` gave Vif inh 16, Granule exo inh 4, MITF TRPM1 inh -6, HIF-2a inh 11, Peg3 prom inh -4, PDI inh -7, NR2E3 ag-2 -12, iPSC survival up -1.7, CaV13 FRET inh -2 and aDG glyco act 1.9.
`Cc1c(C(=O)C(=O)NCc2cccs2)c2ccccc2n1C` gave Vif inh -6, Granule exo inh 0, MITF TRPM1 inh -16, HIF-2a inh -25, NR2E3 ag-1 3, Peg3 prom inh 6, PDI inh -4, NR2E3 ag-2 -37, iPSC survival up 0.0, CaV13 FRET inh -4 and aDG glyco act 0.1.
Screening COc1cccc(/C=C2\SC(=S)N(N3C(=O)CCCC3=O)C2=O)c1 returned Vif inh -1, Granule exo inh -2, MITF TRPM1 inh 9, HIF-2a inh 13, NR2E3 ag-1 3, Peg3 prom inh 9, PDI inh -2, NR2E3 ag-2 -16, iPSC survival up -1.3, CaV13 FRET inh 6 and aDG glyco act -0.4.
Cn1c(N)c(C(=O)CSc2nnc(N)s2)c(=O)n(C)c1=O was read as Vif inh -1, Granule exo inh -3, MITF TRPM1 inh 14, HIF-2a inh 8, Peg3 prom inh 18, PDI inh -7, NR2E3 ag-2 -7, iPSC survival up 0.6, CaV13 FRET inh -6 and aDG glyco act 0.3.
`Cc1cc(C)c(S(=O)(=O)NCC2CCC(C(=O)NCc3ccc4c(c3)OCO4)CC2)c(C)c1` (configuration not stated) gave Vif inh 19, Granule exo inh 5, MITF TRPM1 inh 4, HIF-2a inh 21, NR2E3 ag-1 5, Peg3 prom inh 10, PDI inh 11, NR2E3 ag-2 -9, iPSC survival up 1.0, CaV13 FRET inh -7 and aDG glyco act 0.2.
COC(=O)c1c(NC(=O)c2ccoc2C)sc2c1CCC2 was read as Vif inh -8, Granule exo inh 2, MITF TRPM1 inh -1, HIF-2a inh 4, NR2E3 ag-1 5, Peg3 prom inh 2, PDI inh -1, NR2E3 ag-2 -46, iPSC survival up -0.8 and aDG glyco act 0.0.
Screening CC(C)NC(=S)NNc1ncnc2sc3c(c12)CC(C)(C)OC3 returned Vif inh 10, Granule exo inh -7, HIF-2a inh 19, NR2E3 ag-1 1, Peg3 prom inh 4, PDI inh 6, NR2E3 ag-2 -12, iPSC survival up 2.4, CaV13 FRET inh -17 and aDG glyco act 0.0.
For CC1=C(C(=O)N2CCOCC2)CC(CC(=O)NCc2ccco2)C(=O)N1Cc1ccc(C(C)(C)C)cc1 (configuration not stated) the results were Granule exo inh 3, HIF-2a inh 3, Peg3 prom inh -10, PDI inh -10, NR2E3 ag-2 -7, iPSC survival up -1.6, CaV13 FRET inh -6 and aDG glyco act 0.0.

The list goes on; the last 2 above are carried over.
Screening CC(C)NC(=S)NNc1ncnc2sc3c(c12)CC(C)(C)OC3 returned Vif inh 10, Granule exo inh -7, HIF-2a inh 19, NR2E3 ag-1 1, Peg3 prom inh 4, PDI inh 6, NR2E3 ag-2 -12, iPSC survival up 2.4, CaV13 FRET inh -17 and aDG glyco act 0.0.
For CC1=C(C(=O)N2CCOCC2)CC(CC(=O)NCc2ccco2)C(=O)N1Cc1ccc(C(C)(C)C)cc1 (configuration not stated) the results were Granule exo inh 3, HIF-2a inh 3, Peg3 prom inh -10, PDI inh -10, NR2E3 ag-2 -7, iPSC survival up -1.6, CaV13 FRET inh -6 and aDG glyco act 0.0.
N#CCC(=O)Nc1ncc(Cc2ccccc2Cl)s1 was read as Vif inh 10, Granule exo inh 1, MITF TRPM1 inh -3, HIF-2a inh -4, NR2E3 ag-1 0, Peg3 prom inh 10, PDI inh 2, NR2E3 ag-2 -13, iPSC survival up -0.6, CaV13 FRET inh 4 and aDG glyco act 0.0.
Screening COc1ccc(NC(=O)C2(C)Cc3c(-c4ccc5c(c4)OCO5)ccnc3O2)cc1 (configuration not stated) returned Vif inh 31, Granule exo inh 3, HIF-2a inh 15, Peg3 prom inh 11, PDI inh -8, NR2E3 ag-2 1, iPSC survival up 1.0, CaV13 FRET inh -4 and aDG glyco act -0.3.
`CCS(=O)(=O)Nc1cc(-c2nc3cccnc3s2)ccc1C` gave Granule exo inh 5, MITF TRPM1 inh -46, HIF-2a inh -212, NR2E3 ag-1 3, Peg3 prom inh -205, NR2E3 ag-2 -73, iPSC survival up -1.2, CaV13 FRET inh 2 and aDG glyco act 0.2.
C=CCn1c(SCC(=O)NC(=O)c2cccn2C)nc2ccccc2c1=O was read as Vif inh -15, Granule exo inh -2, MITF TRPM1 inh 13, HIF-2a inh 17, NR2E3 ag-1 -2, Peg3 prom inh 5, PDI inh -2, NR2E3 ag-2 11, iPSC survival up -0.3, CaV13 FRET inh -6 and aDG glyco act 0.1.
`O=C(NCc1ccncc1)C1=NN(c2ccccc2)C(=O)CC1` gave Vif inh 2, Granule exo inh -2, MITF TRPM1 inh 8, HIF-2a inh 13, NR2E3 ag-1 0, Peg3 prom inh 11, PDI inh -5, NR2E3 ag-2 -12, iPSC survival up 0.0, CaV13 FRET inh -6 and aDG glyco act -0.1.
O=C(NCCNC(=O)c1ccccc1[N+](=O)[O-])c1ccccc1[N+](=O)[O-] was read as Vif inh -2, Granule exo inh 19, MITF TRPM1 inh 5, HIF-2a inh 9, NR2E3 ag-1 -3, Peg3 prom inh -14, PDI inh 2, NR2E3 ag-2 4, iPSC survival up -0.3, CaV13 FRET inh -2 and aDG glyco act 0.1.
CCOC(=O)CSc1nc2sccc2c(=O)[nH]1 was read as Vif inh 8, Granule exo inh -1, MITF TRPM1 inh -7, HIF-2a inh 5, NR2E3 ag-1 -1, Peg3 prom inh 9, PDI inh -8, NR2E3 ag-2 -7, iPSC survival up -3.0, CaV13 FRET inh -3 and aDG glyco act 0.1.
COc1ccc(CC(=O)NCc2nn(-c3ccccc3)nc2C)cc1OC was read as Vif inh 1, Granule exo inh -4, MITF TRPM1 inh 7, HIF-2a inh 8, NR2E3 ag-1 2, Peg3 prom inh 4, PDI inh 5, NR2E3 ag-2 -16, iPSC survival up -0.9, CaV13 FRET inh -14 and aDG glyco act 0.0.
CCOC(=O)C1(Cc2cccc(OC)c2)CCCN(S(=O)(=O)CC)C1 (configuration not stated) was read as Vif inh -1, Granule exo inh 4, MITF TRPM1 inh 7, HIF-2a inh 15, NR2E3 ag-1 0, Peg3 prom inh 10, PDI inh 6, NR2E3 ag-2 -4, iPSC survival up -0.5, CaV13 FRET inh -6 and aDG glyco act -0.1.
CC(C)CN(C(=O)CSc1ncnc2sccc12)C1CCS(=O)(=O)C1 (configuration not stated) was read as Vif inh 0, Granule exo inh -3, MITF TRPM1 inh 6, HIF-2a inh -1, NR2E3 ag-1 1, Peg3 prom inh 16, PDI inh -5, NR2E3 ag-2 20, iPSC survival up 1.3, CaV13 FRET inh -6 and aDG glyco act 0.0.
For N/C(=N\OC(=O)c1ccc2c(c1)OCO2)c1ccncc1 the results were Vif inh -4, Granule exo inh -2, MITF TRPM1 inh -59, HIF-2a inh -264, NR2E3 ag-1 2, Peg3 prom inh -231, PDI inh 1, NR2E3 ag-2 -158, iPSC survival up -0.6, CaV13 FRET inh -2 and aDG glyco act 0.0.
Screening COc1ccc(NC(=O)c2ccc(-c3ccc(C(C)=O)cc3)o2)cn1 returned Vif inh 0, Granule exo inh -1, MITF TRPM1 inh -34, HIF-2a inh -81, NR2E3 ag-1 3, Peg3 prom inh -74, PDI inh 6, NR2E3 ag-2 -96, iPSC survival up -0.4, CaV13 FRET inh -2 and aDG glyco act 0.0.
`CC(C)Cn1c(=O)c(CCC(=O)Nc2ccc(N3CCOCC3)cc2)nc2cc(Cl)ccc21` gave Vif inh 0, Granule exo inh -1, MITF TRPM1 inh -6, HIF-2a inh -14, NR2E3 ag-1 0, Peg3 prom inh 13, PDI inh 6, NR2E3 ag-2 3, iPSC survival up -0.1, CaV13 FRET inh -3 and aDG glyco act -0.5.
COc1ccc(-c2n[nH]c(=S)n2C2CCCCC2)cc1 was read as Vif inh 3, Granule exo inh 0, MITF TRPM1 inh -19, HIF-2a inh 13, NR2E3 ag-1 -3, Peg3 prom inh 17, PDI inh -2, NR2E3 ag-2 -10, iPSC survival up -0.2, CaV13 FRET inh -7 and aDG glyco act 0.0.
`CCN(C(=O)CSc1nnc(C)n1-c1ccccc1)C1CCS(=O)(=O)C1` (configuration not stated) gave Vif inh -2, Granule exo inh -2, MITF TRPM1 inh -5, HIF-2a inh 8, NR2E3 ag-1 2, Peg3 prom inh -10, PDI inh -6, NR2E3 ag-2 -30, iPSC survival up -0.5, CaV13 FRET inh -4 and aDG glyco act -0.1.
Screening CCc1noc(C)c1C(=O)OCC(=O)c1ccccc1OC returned Vif inh 6, Granule exo inh -1, MITF TRPM1 inh -18, HIF-2a inh -17, NR2E3 ag-1 2, Peg3 prom inh -4, PDI inh -5, NR2E3 ag-2 -40, iPSC survival up -0.5, CaV13 FRET inh -10 and aDG glyco act -0.2.
